# Yfh1-off respiration: enhancers of respiration in Yfh1-depleted yeast, dose response, Friedreich's ataxia, plus single-dose screen (AID 1465). 220,000 tested, 0.074% active. S. cerevisiae Yfh1-off respiration, WST-1 reduction, 72 h; higher fold induction means a stronger effect. fold induction at 50 µM, or EC50 in µM where a hit was titrated;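 active = fold induction of absorbance versus untreated yeast above a set limit, then at least 30% activation at any dose in follow-up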;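 note: activators that raise dye reduction in frataxin-depleted yeast; strong numbers were not always called active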
# MgcRacGAP inhibition: MgcRacGAP GTPase-activating activity inhibitors, confirmation, biochemical, ADP Hunter fluorescence. MgcRacGAP-stimulated Rac1 GTP hydrolysis, ADP Hunter fluorescence; higher % means a stronger effect; GST-tagged Rac1 F28L mutant substrate. inhibition, % at 30 µM, or IC50 in µM where a hit was titrated. 340,000 tested, 0.6% active. AID 624330;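 active = first-screen hits whose inhibition reached a set limit at any dose in the follow-up dose series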;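 note: fluorescence reports GDP produced by GAP-driven GTP hydrolysis; strong numbers were not always called active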
# GPR55 beta-arrestin: selective activators of receptor GPR55 – imaging, U2OS cells, beta-arrestin-GFP redistribution, primary screen (AID 1961) | activation, % at 10 µM; hits with a dose series show EC50 in µM | U2OS GPR55 beta-arrestin-GFP redistribution imaging; higher % means a stronger effect | 290,000 tested, 0.048% active;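 active = activation above 40% with more than 50 cells counted in the well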;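 note: U2OS osteosarcoma cells stably expressing GPR55 and beta-arrestin-GFP; plate controls were DMSO negative control for no effect and LPI positive control for full effect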
# GPR55 LPI antagonism: GPR55 antagonists blocking LPI-driven arrestin recruitment, primary screen, imaging, U2OS, beta-arrestin-GFP, LPI agonist (AID 2013); U2OS GPR55 beta-arrestin-GFP translocation imaging, LPI antagonism; higher % means a stronger effect; inhibition, % at 10 µM; hits with a dose series show IC50 in µM; 290,000 tested, 0.13% active;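 active = spots per cell inhibited over 60%, with over 100 cells counted and total cytoplasm intensity under 500,000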;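 note: U2OS cells stably carrying GPR55 and arrestin-GFP stimulated by 5 µM LPI near EC80; imaged beta-arrestin-GFP aggregate spots per cell after agonist stimulation; plate controls were LPI-stimulated DMSO wells for no effect and DMSO wells without LPI for full effect; some results filed as inactive read as strong as hits; confirmed hits need IC50 under 10 µM and bright autofluorescent wells are also inconclusive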
# GPR35 arrestin U2OS: GPR35 antagonists blocking zaprinast-driven arrestin recruitment, primary screen, imaging, U2OS, beta-arrestin-GFP, zaprinast agonist (AID 2058). U2OS GPR35 beta-arrestin-GFP translocation imaging, zaprinast antagonism; higher % means a stronger effect. one-dose inhibition, % at 10 µM; IC50 in µM for titrated hits. 290,000 tested, 0.052% active;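 active = inhibition of at least 50% with at least 30 cells and total cytoplasm GFP at most 10,000,000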
# AID2073: inhibitors of Mint1-CaV2.2 protein interaction, biochemical, HTRF (AID 2073). HTRF protein-protein interaction, Mint1-CaV2.2; higher % means a stronger effect. 290,000 tested, 0.19% active. inhibition, % at 20 µM, or IC50 in µM where a hit was titrated; in the data active = inhibition mostly above about 51%, no sharp cut-off; note: some results filed as inactive read as strong as hits
# SV40 large T antigen: TAg ATPase/helicase activity blockers – biochemical (AID 1903) | SV40 large T antigen ATPase/helicase inhibition assay; higher % means a stronger effect | inhibition, % at 20 µM, or IC50 in µM where a hit was titrated | 310,000 tested, 0.39% active; in the data active = a potency from the dose series; note: strong numbers were not always called active
# Dengue-2 NS5 capping: Dengue-2 NS5 methyltransferase inhibitors, primary screen, biochemical, confirmation dose response (AID 588689); Dengue-2 NS5 methyltransferase capping enzyme assay, biochemical; higher % means a stronger effect; inhibition, % at 25 µM; hits with a dose series show IC50 in µM; 340,000 tested, 0.3% active; in the data active = a potency from the dose series
# NTR1 agonist: NTR1-driven beta-arrestin-GFP spot formation – imaging, U2OS cells, high content, primary screen (AID 493036); agonist mode; activation, % at 20 µM; 330,000 tested, 0.17% active;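 active = activation at or above 40% of the spot to cytoplasm intensity ratio, with at least 20 cells analyzed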;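 note: 0% = DMSO without peptide and 100% = 100 nM NTR1 peptide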
# Target sequence (P30989 whole entry, looked up): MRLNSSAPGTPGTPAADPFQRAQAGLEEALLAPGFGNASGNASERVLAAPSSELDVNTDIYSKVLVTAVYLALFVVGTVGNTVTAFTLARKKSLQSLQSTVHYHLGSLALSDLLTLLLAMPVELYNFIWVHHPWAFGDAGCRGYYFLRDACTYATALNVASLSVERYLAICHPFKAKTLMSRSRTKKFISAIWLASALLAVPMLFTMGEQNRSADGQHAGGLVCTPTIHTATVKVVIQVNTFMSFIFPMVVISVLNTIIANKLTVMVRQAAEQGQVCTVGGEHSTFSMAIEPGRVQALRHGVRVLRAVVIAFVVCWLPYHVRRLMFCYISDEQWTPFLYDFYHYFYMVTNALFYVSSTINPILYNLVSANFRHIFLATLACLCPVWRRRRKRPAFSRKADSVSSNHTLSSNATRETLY
# NTR1 agonist cell count 20 µM: further read-out of NTR1 agonist, marked with its call; cell count; measured here: cell count, cytotoxicity flag
# * marks the source's active call; other numbers are inactive results; i = inactive; x = not tested or not shown.
SMILES,Yfh1-off respiration,MgcRacGAP inhibition,GPR55 beta-arrestin,GPR55 LPI antagonism,GPR35 arrestin U2OS,AID2073,SV40 large T antigen,Dengue-2 NS5 capping,NTR1 agonist,NTR1 agonist cell count 20 µM
O=C(CSc1nnc(CNC(=O)c2c(F)cccc2Cl)o1)NCCc1ccccc1,x,-14.2%,0.0%,5.6%,14.3%,10.1%,3.2%,6.4%,0.0,61
O=C(N/N=C/c1cccnc1)c1[nH]ncc1Br,i,7.5%,-0.2%,4.0%,17.7%,10.7%,11.4%,-9.9%,-0.9,56
O=C(Nc1ccc(Br)cc1F)C1CC(=O)N(C2CCCCC2)C1 (stereo unspecified),x,6.2%,-0.2%,-10.9%,-11.3%,-6.9%,0.7%,2.3%,0.2,63
CCCCNCc1cc(Br)c(OCC(=O)NCc2ccccc2)c(OC)c1,i,6.7%,0.4%,2.2%,-2.4%,1.9%,8.5%,-4.8%,0.6,51
Cc1cc2n(c(=O)c1C#N)CCCN2c1ccccc1,i,3.0%,-0.4%,-0.7%,1.8%,11.2%,0.0%,-0.7%,-5.8,84
O=C(c1cc2c(s1)-c1ccccc1OC2)N1CCCC1,i,9.5%,0.3%,7.2%,9.2%,39.1%,-1.3%,-4.3%,5.6,56
O=C(Nc1ccc(Cl)c(S(=O)(=O)N2CCOCC2)c1)c1ccc2c(c1)OCCO2,i,10.4%,-0.4%,3.0%,-7.0%,8.1%,6.3%,-3.0%,1.6,54
CCCCN1C(=O)C(=O)N(CC(=O)Nc2cc(OCC)c(N3CCOCC3)cc2OCC)C1=O,i,17.6%,-0.1%,4.6%,-3.2%,1.6%,17.6%,-3.0%,-0.4,55
N#Cc1nc(Cc2cccc3ccccc23)oc1N1CCOCC1,i,5.4%,0.1%,1.6%,-4.3%,-1.1%,13.7%,-4.0%,2.4,63
CSc1nc2c(c(=O)[nH]1)C(c1cccc(Br)c1)CC(=O)N2 (stereo unspecified),i,2.4%,0.5%,2.6%,0.3%,-1.6%,8.8%,-3.0%,-0.7,44
COc1ccc(-c2sc(Nc3ccccc3)n[n+]2-c2ccc(F)cc2)c(C)c1C,x,5.3%,0.8%,2.11µM*,-19.9%,1.9%,10.1%,-15.2%,6.6,91
COCCC(=O)N1CCC(Oc2ccc(C(=O)NCc3csc(C)n3)cc2)CC1,x,-26.1%,0.2%,0.9%,19.1%,9.0%,2.3%,7.3%,-0.2,58
O=C(NNc1c(Cl)cc(Cl)cc1Cl)c1cccc([N+](=O)[O-])c1,i,-1.3%,-0.3%,0.7%,-7.4%,9.4%,3.9%,-5.1%,3.7,37
Cc1c(C(=O)OCCOc2ccccc2)[nH]c2c1C(=O)CCC2,i,12.8%,0.2%,9.6%,-3.7%,-8.5%,-32.7%,1.4%,0.5,55
CC(C)(C)c1cc(-c2nc(N)nc(N)n2)c(O)c(C(C)(C)C)c1,x,5.7%,x,x,x,x,-0.9%,0.4%,18.2,87
Cc1ccc(Cn2c(=O)c3c(nc4n3CCCN4Cc3ccccc3)n(C)c2=O)cc1,i,-0.2%,0.2%,1.6%,-2.7%,-4.3%,3.8%,1.4%,7.7,56
N/C(=N\C(=S)Nc1ccccc1)c1ccccc1,x,9.1%,0.0%,-1.3%,0.5%,5.2%,1.4%,-2.6%,4.5,70
Cc1ccccc1C(=O)N/N=C1/SCC(=O)N1Cc1ccccc1,i,3.3%,0.2%,8.7%,3.3%,6.0%,21.5%,-6.2%,1.4,86
NS(=O)(=O)c1ccc2nc(NC(=O)c3ccc(Br)o3)sc2c1,i,2.8%,0.7%,-5.4%,12.2%,21.8%,9.2%,-11.9%,0.9,42
COc1ccccc1NC(=O)Nc1ccc(Br)cn1,i,9.3%,0.2%,-2.7%,5.6%,7.1%,8.7%,2.2%,0.2,48
CCc1ccc(NC(=O)CSc2nnc(COc3ccc4c(c3)CCCC4)o2)cc1,i,4.0%,-0.1%,10.7%,19.4%,-2.1%,-4.1%,-3.5%,0.1,53
Cc1ccnc(N/C=C(/NC(=O)c2ccccc2)C(=O)N/N=C\c2ccc(F)cc2)n1,i,12.7%,0.2%,2.1%,2.6%,-2.7%,10.6%,-13.2%,0.2,60
CCNc1nc(NCC)nc(N/N=C/c2cc(OC)c(OC)c(OC)c2)n1,i,4.1%,-0.1%,0.0%,2.2%,1.6%,9.6%,-8.5%,0.8,58
CCN1C(=O)[C@H]2[C@@H](c3ccc(C)cc3)N3C(=O)N(c4ccc(OC)cc4)C(=O)[C@@]3(C)[C@H]2C1=O,x,5.5%,0.4%,-12.3%,-7.9%,12.4%,15.5%,-8.0%,4.5,57
COc1ccccc1-c1nnc(SCC(=O)O)n1C,i,8.0%,0.2%,7.7%,6.8%,-2.6%,4.4%,-1.4%,1.1,33
OCCc1ccc(O)c(-n2nc3ccccc3n2)c1,x,9.2%,-0.2%,-4.7%,3.8%,7.8%,21.9%,2.9%,0.9,51
O=C(Nc1cc(Br)ccc1O)C1CC(c2c(F)cccc2Cl)=NO1 (stereo unspecified),x,10.8%,-0.2%,3.1%,-9.5%,7.7%,4.5%,-3.5%,0.6,86
CCOC(=O)c1nnc(-c2ccc(C)cc2)nc1Sc1ccccc1Cl,i,3.4%,-0.1%,5.2%,-0.6%,-6.5%,4.1%,-9.6%,18.1,43
Cn1c(=O)c2[nH]c(-c3ccccc3Cl)c(O)c2n(C)c1=O,i,25.9%,-0.3%,5.0%,4.0%,-13.5%,35.5%,-9.8%,0.0,73
COC(=O)c1ccc(C2C(Oc3ccccc3)C(=O)N2CCc2ccc(F)cc2)cc1 (stereo unspecified),i,10.2%,0.5%,-9.3%,-0.2%,3.8%,15.0%,-1.6%,15.0,71
COc1ccc(-c2[nH]ncc2CNCc2cc(C)n(C)n2)c(F)c1,i,0.8%,0.0%,-1.0%,20.9%,1.3%,-2.1%,-19.4%,1.5,40
CCCC(=O)Oc1ccc(N(C(=O)CCC)S(=O)(=O)c2cccs2)cc1,i,-0.1%,0.0%,2.3%,5.0%,0.2%,3.6%,-4.1%,1.0,60
Cc1cc(N(C)C)c(C#N)c(=O)[nH]1,i,7.6%,0.2%,7.1%,-13.6%,9.7%,20.9%,-8.0%,1.8,87
CC(Nc1nc(-c2ccc(F)cc2)cs1)c1nc2cc(Cl)c(Cl)cc2n1CCCO (stereo unspecified),i,2.5%,x,x,x,x,10.3%,-4.1%,7.4,104
COc1ccc(CN2CCCC(C(=O)N3CCCCC3)C2)cc1OC (stereo unspecified),x,26.4%,0.2%,7.7%,-5.7%,-2.2%,2.5%,6.1%,-0.5,74
O=C(OCc1cc2ccccc2[nH]c1=O)c1ccncc1,i,13.8%,0.1%,-8.0%,17.2%,6.3%,3.2%,9.5%,-1.2,41
Cc1ccc(NS(=O)(=O)c2ccc(NC(=O)c3cccs3)cc2)cc1,i,6.6%,0.0%,28.8%,-2.4%,12.0%,14.6%,-1.6%,1.1,41
CC1(C)CC2CC(C)(CN2C(=O)COC(=O)CNC(=O)c2ccc(Cl)c(Cl)c2)C1 (stereo unspecified),i,3.0%,-0.1%,-15.8%,3.5%,5.0%,3.2%,-1.9%,6.6,70
CSC1=NCCN1C(=O)c1ccc(S(=O)(=O)N2CCCC2)cc1,i,0.9%,0.2%,-14.5%,-4.9%,-9.8%,-6.7%,-12.1%,-0.5,71
C=CCn1c(COc2ccc(F)cc2)nnc1SCC(=O)Nc1cccc(S(N)(=O)=O)c1,i,x,0.3%,3.9%,6.6%,-10.2%,4.5%,x,2.7,32

# Structures above that have a thiophene ring, fused or not (three):
SMILES,Yfh1-off respiration,MgcRacGAP inhibition,GPR55 beta-arrestin,GPR55 LPI antagonism,GPR35 arrestin U2OS,AID2073,SV40 large T antigen,Dengue-2 NS5 capping,NTR1 agonist,NTR1 agonist cell count 20 µM
O=C(c1cc2c(s1)-c1ccccc1OC2)N1CCCC1,i,9.5%,0.3%,7.2%,9.2%,39.1%,-1.3%,-4.3%,5.6,56
CCCC(=O)Oc1ccc(N(C(=O)CCC)S(=O)(=O)c2cccs2)cc1,i,-0.1%,0.0%,2.3%,5.0%,0.2%,3.6%,-4.1%,1.0,60
Cc1ccc(NS(=O)(=O)c2ccc(NC(=O)c3cccs3)cc2)cc1,i,6.6%,0.0%,28.8%,-2.4%,12.0%,14.6%,-1.6%,1.1,41

# Next section
SMILES,Yfh1-off respiration,MgcRacGAP inhibition,GPR55 beta-arrestin,GPR55 LPI antagonism,GPR35 arrestin U2OS,AID2073,SV40 large T antigen,Dengue-2 NS5 capping,NTR1 agonist,NTR1 agonist cell count 20 µM
COc1ccc(CCNC(=O)Cn2cnc3scc(-c4ccccc4)c3c2=O)cc1OC,i,1.5%,-0.1%,-0.8%,0.0%,-3.2%,5.5%,-4.4%,-1.3,80
O=C(/C=C1\SC(=O)N(CC(=O)Nc2ccc(F)cc2)C1=O)Nc1ccc(Cl)cc1,i,4.2%,0.2%,8.8%,x,7.6%,4.3%,-14.2%,-0.9,40
COc1ccc(CNC(=O)C[C@H]2C(=O)N(C3CCCCC3)C[C@@H]2Cc2ccccc2)cc1,x,9.6%,-0.3%,-8.5%,-3.0%,-3.4%,20.5%,-8.8%,-6.5,56
Nc1ncc(Br)cc1S(=O)(=O)NCCC(=O)Nc1cccc(Cl)c1,i,8.4%,-0.1%,19.9%,11.6%,26.5%,8.7%,-2.7%,2.3,43
COc1cc2cc(CN(CCCN3CCOCC3)C(=O)Nc3ccc(F)cc3)c(=O)[nH]c2cc1OC,i,6.0%,0.2%,14.2%,19.8%,4.5%,-38.8%,-11.5%,-1.6,37
COc1ccc(-c2cc(C(=O)NCC(c3ccco3)N(C)C)c3ccccc3n2)cc1OC (stereo unspecified),x,1.3%,x,x,x,x,17.7%,-5.8%,0.1,71
O=C(O)c1ccccc1C(=O)N(c1ccccc1)c1ccccc1,x,3.3%,x,x,x,x,6.5%,1.5%,0.1,51
O=C(O)c1cc(-c2ccc(O)cc2)nc2ccccc12,x,x,-0.1%,-1.4%,7.3%,5.1%,9.9%,x,0.4,61
COC(=O)[C@]1(Cc2ccccc2)N[C@H](c2ccc(-c3cc(C(C)=O)cs3)cc2)[C@@H]2C(=O)N(C)C(=O)[C@@H]21,x,2.9%,x,x,x,x,6.5%,5.6%,10.8,72
CC(=O)Nc1cccc(C(=O)/C=C/c2ccc(/C=C/C(=O)c3cccc(NC(C)=O)c3)cc2)c1,i,x,0.7%,-11.6%,-7.9%,45.5%,-0.7%,x,11.1,46
Cc1ccc(C)c(NC(=O)Cn2nnc(-c3ccc(N4CCOCC4)cc3)n2)c1,i,6.8%,0.2%,7.2%,-0.2%,47.5%,11.1%,0.0%,-0.2,25
CN(C(=O)CSc1nc(N)nn1-c1ccccc1)c1ccccc1,i,-4.6%,-0.1%,12.2%,0.4%,-2.4%,5.8%,-2.1%,-1.0,53
CCOC(=O)Nc1ccc(NC(=O)OCC)cc1,i,13.8%,0.0%,-0.4%,-13.8%,-8.5%,5.7%,-1.4%,-0.8,45

# Compound activity from PubChem.
